Mtb BioA inh – inhibitors of Mycobacterium tuberculosis BioA enzyme; purified M. tuberculosis BioA enzyme, plate reader; inhibition, % at 9.99 µM; actives 0.096% (n = 360,000); in the data active = inhibition above about 40%
* hit, by the source's call.

SMILES	Mtb BioA inh
O=C(Cc1ccccn1)N[C@H]1CC[C@H](CC(=O)N2CCCCC2)O[C@@H]1CO	3.1
CCCN(C)C[C@H]1Oc2ncc(-c3ccccc3OC)cc2C(=O)N([C@H](C)CO)C[C@H]1C	3.2
CNC[C@H]1Oc2ccc(NS(=O)(=O)c3cn(C)cn3)cc2CC(=O)N([C@@H](C)CO)C[C@H]1C	0.3
O=S(=O)(c1cccc(F)c1)N1CC[C@@H]2[C@@H](CO)Nc3ccc(C#Cc4ccccc4F)cc3[C@@H]21	-0.3
CCN1[C@H](C(=O)NCCc2ccccc2)[C@@H](CO)[C@@H]2Cn3c(ccc(C4=CCCC4)c3=O)[C@@H]21	-1.0
Cc1noc(C)c1NC(=O)N(C)C[C@@H]1Oc2ccc(NC(=O)Cn3cnnn3)cc2C(=O)N([C@H](C)CO)C[C@@H]1C	-0.8
C[C@H]1CN([C@@H](C)CO)C(=O)c2cccc(NC(=O)Nc3ccc(F)cc3)c2O[C@H]1CN(C)C(=O)Nc1cccc2ccccc12	-0.7
C[C@@H]1CN([C@H](C)CO)S(=O)(=O)c2ccc(C#CCN(C)C)cc2O[C@@H]1CN(C)C(=O)C1CC1	-0.3
COCC#Cc1ccc2c(c1)O[C@H](CN(C)Cc1ccc(F)cc1)[C@H](C)CN([C@H](C)CO)S2(=O)=O	1.1
CCCN(C)C[C@@H]1Oc2cc(-c3cccnc3)ccc2S(=O)(=O)N([C@@H](C)CO)C[C@@H]1C	-1.3
C[C@@H]1CN([C@H](C)CO)C(=O)CCCn2nncc2CO[C@@H]1CN(C)C(=O)CCCN(C)C	-0.6
C[C@@H]1CCCCO[C@H](CN(C)S(=O)(=O)c2cn(C)cn2)[C@@H](C)CN([C@H](C)CO)C(=O)c2cc(NC(=O)Nc3ccc(F)cc3)ccc2O1	2.7
C[C@@H]1CN([C@H](C)CO)C(=O)c2cc(NC(=O)c3ccncc3)ccc2O[C@@H](C)CCCCO[C@H]1CN(C)C(=O)Nc1ccc(F)cc1	-0.7
C[C@H]1CN([C@@H](C)CO)C(=O)c2cccc(NS(=O)(=O)c3ccc(Cl)cc3)c2O[C@@H]1CN(C)C	-2.5
COCC(=O)Nc1ccc2c(c1)OC[C@@H](C)N(Cc1cc(F)ccc1F)C[C@@H](C)[C@@H](OC)CN(C)C2=O	-0.1
C[C@@H]1CN([C@@H](C)CO)C(=O)CCCn2cc(nn2)CO[C@@H]1CN(C)Cc1cccc2c1OCCCO2	0.9
CO[C@@H]1CN(C)C(=O)c2cc(NC(=O)C3CC3)ccc2OC[C@@H](C)N(C(=O)Cc2ccccn2)C[C@@H]1C	1.1
C[C@@H](NC(=O)C[C@@H]1CC[C@H]2[C@@H](COC[C@H](O)CN2C)O1)c1ccccc1	-2.2
Cc1ccc(S(=O)(=O)N(C)C[C@H]2Oc3ccc(NC(=O)CCC(F)(F)F)cc3C(=O)N([C@H](C)CO)C[C@@H]2C)cc1	-0.6
O=C(C[C@H]1CC[C@H](NS(=O)(=O)c2ccccc2)[C@H](CO)O1)NCc1ccccc1F	-0.7
CNC[C@H]1OCCCC[C@H](C)Oc2ccc(NS(=O)(=O)c3ccc(Cl)cc3)cc2C(=O)N([C@@H](C)CO)C[C@H]1C	10
COc1cccc(S(=O)(=O)Nc2ccc3c(c2)[C@H]2C[C@H](CC(=O)N(C)C)O[C@H](CO)[C@H]2O3)c1	-0.9
CC(=O)Nc1ccc2c(c1)C(=O)N(C)[C@@H]1CC[C@@H](CC(=O)NCc3ccccc3)O[C@H]1CO2	1.2
COCC(=O)N1[C@@H](C#N)[C@@H](c2ccccc2)[C@@H]1CO	-0.3
C[C@@H]1CN([C@@H](C)CO)C(=O)c2cc(NC(=O)Nc3ccccc3)ccc2O[C@H]1CN(C)C(=O)Nc1ccc(F)cc1	3.6
COc1cccc(NC(=O)N(C)C[C@@H]2Oc3ncc(C#Cc4ccncc4)cc3C(=O)N([C@@H](C)CO)C[C@H]2C)c1	1.3
CO[C@H]1CN(C)C(=O)c2ccc(NC(=O)C3CC3)cc2OC[C@H](C)N(C(=O)CN2CCOCC2)C[C@@H]1C	-2.0
C[C@H](CO)N1C[C@H](C)[C@@H](CN(C)C(=O)NC2CCCCC2)OCCCC[C@H](C)Oc2ccc(NC(=O)c3ccncc3)cc2C1=O	0.1
C[C@@H]1CN([C@H](C)CO)C(=O)c2cc(C#CC3(O)CCCC3)cnc2O[C@@H]1CN(C)C(=O)C1CCC1	-1.8
CC(C)NC(=O)N(C)C[C@H]1OCCCC[C@H](C)Oc2ccc(NS(=O)(=O)c3cn(C)cn3)cc2C(=O)N([C@@H](C)CO)C[C@H]1C	15
C[C@H]1CN([C@@H](C)CO)C(=O)c2cc(NC(=O)NC3CCCCC3)ccc2O[C@@H]1CN(C)C	0.4
C[C@H]1CN([C@@H](C)CO)C(=O)Cc2cc(NC(=O)Cc3ccccc3)ccc2O[C@@H]1CN(C)C(=O)Nc1ccc2c(c1)OCO2	1.4
C[C@H](CO)N1C[C@H](C)[C@@H](CN(C)Cc2ccc3c(c2)OCO3)Oc2ccc(NC(=O)Nc3ccc(F)cc3)cc2CC1=O	-4.7
C[C@H]1CN([C@@H](C)CO)C(=O)c2cccc(NC(=O)Nc3ccc(C(F)(F)F)cc3)c2O[C@@H]1CN(C)Cc1ccccc1	-3.3
C[C@@H]1CN([C@@H](C)CO)C(=O)Cc2cc(NC(=O)Cc3ccccc3)ccc2O[C@@H]1CN(C)C	-2.6
O=C(C[C@H]1CC[C@@H]2[C@H](COC[C@H](O)CN2C(=O)Nc2ccc(F)cc2)O1)NCC1CC1	1.7
O=C(c1cccnc1)N1CC[C@@H]2[C@H](CO)Nc3ccc(C#Cc4cccnc4)cc3[C@@H]21	2.1
CC(=O)N(C)C[C@H]1Oc2ncc(-c3ccccc3C)cc2C(=O)N([C@@H](C)CO)C[C@H]1C	0.2
CCC(=O)Nc1ccc2c(c1)C(=O)N(C)C[C@@H](OC)[C@@H](C)CN(C(=O)C1CC1)[C@H](C)CO2	0.5
COCC(=O)N1CCCCN2[C@H](CO)[C@H](c3ccc(-c4ccccc4)cc3)[C@H]2C1	0.8
C[C@@H]1CN([C@H](C)CO)C(=O)c2cccc(NS(C)(=O)=O)c2O[C@H]1CN(C)Cc1ccc2c(c1)OCO2	0.4
COc1ccc(S(=O)(=O)N(C)C[C@@H]2Oc3ccc(NS(=O)(=O)c4cn(C)cn4)cc3CC(=O)N([C@H](C)CO)C[C@@H]2C)cc1	1.1
C[C@H](CO)N1C[C@H](C)[C@@H](CN(C)S(=O)(=O)c2ccccc2)Oc2ncc(/C=C/c3ccccc3)cc2C1=O	0.8
CC(C)NC(=O)N(C)C[C@H]1Oc2cc(C#C[C@H](C)O)ccc2S(=O)(=O)N([C@@H](C)CO)C[C@@H]1C	-0.8
C/C=C/c1cnc2c(c1)C(=O)N([C@H](C)CO)C[C@H](C)[C@@H](CN(C)C(=O)C1CC1)O2	1.3

The list goes on, starting with the last 2 of the part before.
SMILES	Mtb BioA inh
CC(C)NC(=O)N(C)C[C@H]1Oc2cc(C#C[C@H](C)O)ccc2S(=O)(=O)N([C@@H](C)CO)C[C@@H]1C	-0.8
C/C=C/c1cnc2c(c1)C(=O)N([C@H](C)CO)C[C@H](C)[C@@H](CN(C)C(=O)C1CC1)O2	1.3
C[C@@H]1CN([C@@H](C)CO)C(=O)Cc2cc(NC(=O)Nc3ccccc3)ccc2O[C@@H]1CN(C)Cc1ccc(-c2ccccc2)cc1	-8.3
CS(=O)(=O)Nc1ccc2c(c1)[C@@H]1C[C@H](CC(=O)NCc3cccc(F)c3)O[C@H](CO)[C@@H]1O2	4.0
CCCNC(=O)N1C[C@@H](C)[C@@H](OC)CN(C)C(=O)c2ccc(NS(=O)(=O)CC(F)(F)F)cc2OC[C@@H]1C	-1.8
COc1ccccc1C(=O)Nc1ccc2c(c1)C(=O)N(C)C[C@H](OC)[C@H](C)CN[C@H](C)CO2	1.7
COc1ccccc1C(=O)N1C[C@@H]2[C@H](c3ccccc31)[C@@H](CO)N2C(=O)C1CCCCC1	4.4
O=C([C@@H]1[C@@H](CO)[C@@H]2Cn3c(ccc(C4=CCCC4)c3=O)[C@@H]2N1Cc1nccs1)N1CCOCC1	-0.5
Cc1noc(C)c1NC(=O)Nc1ccc2c(c1)C(=O)N(C)[C@@H]1CC[C@H](CC(=O)N[C@H]3CCN(Cc4ccccc4)C3)O[C@@H]1CO2	2.2
CCCNC(=O)N(C)C[C@@H]1Oc2ncc(C3=CCCCC3)cc2C(=O)N([C@@H](C)CO)C[C@@H]1C	-5.3
CCC(=O)N(C)C[C@@H]1Oc2ncc(-c3ccccc3OC)cc2C(=O)N([C@@H](C)CO)C[C@H]1C	-1.1
CCC(=O)Nc1ccc2c(c1)C(=O)N(C)C[C@@H](OC)[C@@H](C)CN(C(=O)CC)[C@H](C)CO2	-2.2
C[C@@H]1CN([C@@H](C)CO)C(=O)c2cccc(NC(=O)c3ccncc3)c2O[C@@H]1CN(C)S(=O)(=O)c1ccc(Cl)cc1	-0.6
COc1cccc(NC(=O)N2C[C@@H](O)COC[C@H]3O[C@H](CC(=O)NC4CCCC4)CC[C@@H]32)c1	-0.9
COc1ccc(CN(C)C[C@H]2Oc3ccc(NC(=O)Nc4ccc(F)cc4)cc3C(=O)N([C@@H](C)CO)C[C@@H]2C)cc1	-3.7
O=C(C[C@@H]1CC[C@@H]2[C@H](COC[C@@H](O)CN2S(=O)(=O)c2ccccc2)O1)N1CCOCC1	-2.1
CC(=O)CC(=O)N1C(=O)N(C)[C@@]2(C)Oc3ccccc3[C@@H]1[C@H]2COC(=O)c1ccc([N+](=O)[O-])cc1	6.4

Another view of 4 compounds above:
> CCC(=O)N(C)C[C@@H]1Oc2ncc(-c3ccccc3OC)cc2C(=O)N([C@@H](C)CO)C[C@H]1C
- Mtb BioA inh = -1.1

> CCC(=O)Nc1ccc2c(c1)C(=O)N(C)C[C@@H](OC)[C@@H](C)CN(C(=O)CC)[C@H](C)CO2
- Mtb BioA inh = -2.2

> C[C@@H]1CN([C@@H](C)CO)C(=O)c2cccc(NC(=O)c3ccncc3)c2O[C@@H]1CN(C)S(=O)(=O)c1ccc(Cl)cc1
- Mtb BioA inh = -0.6

> COc1cccc(NC(=O)N2C[C@@H](O)COC[C@H]3O[C@H](CC(=O)NC4CCCC4)CC[C@@H]32)c1
- Mtb BioA inh = -0.9

Next section:
SMILES	Mtb BioA inh
O=C(C[C@@H]1CC[C@H]2[C@@H](COC[C@@H](O)CN2CCc2ccccc2)O1)NCc1ccc(F)cc1	-0.7
COc1cccc(C(=O)Nc2ccc3c(c2)C(=O)N(C)[C@@H]2CC[C@H](CC(=O)NCc4ccc(F)cc4)O[C@@H]2CO3)c1	-1.0
O=C(Cc1ccccn1)N1CCCCN2[C@H](CO)[C@H](c3ccc(C#Cc4ccccc4)cc3)[C@@H]2C1	-4.6
Cc1cccc(-c2ccc([C@H]3[C@@H](CO)N4CCCCN(Cc5cncnc5)C[C@H]34)cc2)c1	7.7
C[C@@H]1CCCCO[C@H](CN(C)C(=O)NC2CCCCC2)[C@H](C)CN([C@H](C)CO)C(=O)c2cc(NS(=O)(=O)c3cn(C)cn3)ccc2O1	1.4
CCNC(=O)C[C@@H]1C=C[C@@H](NC(=O)C2CCOCC2)[C@@H](CO)O1	4.2
C[C@@H]1CN([C@@H](C)CO)S(=O)(=O)c2ccc(C3=CCCCC3)cc2O[C@@H]1CN(C)S(C)(=O)=O	7.7
O=C(Nc1cccc(F)c1)N1CCCCN2[C@H](CO)[C@H](c3ccc(C#Cc4cccnc4)cc3)[C@H]2C1	8.5
O=C(C[C@H]1C=C[C@H](NC(=O)CN2CCOCC2)[C@H](CO)O1)NCCc1ccccc1	-3.3
COCC(=O)Nc1ccc2c(c1)OC[C@@H](C)N(Cc1ccccc1OC)C[C@H](C)[C@H](OC)CN(C)C2=O	3.6
COc1ccc(CN(C)C[C@H]2Oc3ccc(NC(=O)Cc4cn(C)c5ccccc45)cc3C(=O)N([C@@H](C)CO)C[C@@H]2C)cc1	-1.2
C[C@@H]1CN([C@@H](C)CO)C(=O)c2cc(NS(=O)(=O)c3cn(C)cn3)ccc2O[C@H]1CN(C)CC1CCCCC1	4.0
C[C@H](CO)N1C[C@H](C)[C@@H](CN(C)S(C)(=O)=O)OCCCC[C@H](C)Oc2ccc(NC(=O)Nc3ccc(C(F)(F)F)cc3)cc2C1=O	1.0
CCCN(C)C[C@H]1OCCCC[C@@H](C)Oc2ccc(NC(=O)CCCN(C)C)cc2C(=O)N([C@H](C)CO)C[C@H]1C	0.8
COc1ccc(NC(=O)Nc2ccc3c(c2)CC(=O)N([C@H](C)CO)C[C@@H](C)[C@H](CN(C)C)O3)cc1	-4.2
O=C(Nc1cc(F)ccc1F)N1CCCCN2[C@H](C1)[C@@H](c1ccc(-c3cncnc3)cc1)[C@@H]2CO	1.6
Cc1ccc(S(=O)(=O)Nc2ccc3c(c2)C(=O)N([C@H](C)CO)C[C@H](C)[C@H](CN(C)S(C)(=O)=O)OCCCC[C@@H](C)O3)cc1	-1.6
C[C@@H]1CN([C@H](C)CO)C(=O)Cc2cc(N(C)C)ccc2O[C@H]1CN(C)Cc1ccncc1	-1.6
CN(C)CCCNC(=O)C[C@@H]1C=C[C@H](NS(=O)(=O)c2ccccc2)[C@@H](CO)O1	0.9
CO[C@@H]1CN(C)C(=O)c2ccc(NC(=O)C3CCC3)cc2OC[C@H](C)N(Cc2ccccn2)C[C@H]1C	0.4
CCCC(=O)Nc1ccc2c(c1)OC[C@H](C)NC[C@@H](C)[C@@H](OC)CN(C)C2=O	-1.9
Cc1ccccc1S(=O)(=O)NCC[C@H]1CC[C@H](NC(=O)C2CCC2)[C@H](CO)O1	-4.8
COc1ccc(CN(C)C[C@@H]2Oc3ccc(NC(=O)C4CCCCC4)cc3CC(=O)N([C@@H](C)CO)C[C@@H]2C)cc1	0.3
CO[C@H]1CN(C)C(=O)c2cc(NC(=O)NC(C)C)ccc2OC[C@@H](C)N(C(=O)NC(C)C)C[C@@H]1C	-2.1

Only part of the results is shown, so the mix of outcomes need not match the whole.
